STEP inh: inhibitors of human striatal-enriched phosphatase STEP | P54829 | recombinant STEP, OMFP fluorogenic substrate, fluorescence | inhibition, % at 20 µM | 360,000 compounds, 0.25% hits;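 active means inhibition at 20 µM, scaled per plate between control wells, above about 37%, limit read from the data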;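 further: 0% = DMSO with enzyme and substrate and 100% = substrate only without enzyme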
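System: isolated STEP enzyme; schedule: 20 min enzyme reaction at room temperature, protected from light; medium: Bis-Tris buffer pH 6.0, 2.5 mM DTT, 0.005% Tween 20; signal: fluorescence, 480/540 nm; dosing: single compound dose of 20 µM, 1% DMSO final; also added: OMFP substrate, 25 µM final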
SUMO1 PPI mod: modulators of human SUMO1-mediated protein-protein interactions; inhibition, % at 20 µM; 360,000 compounds, 0.33% hits; SUMO1 binding to a labelled peptide, TR-FRET, 1 h; P63165; in the data active means inhibition above about 37%
CendR NRP1 mod: alters CendR peptide binding to human NRP-1 | 360,000 compounds, 0.85% hits | FAM-RPARPAR peptide binding to NRP-1, fluorescence polarization | AID 602438 | O14786 | inhibition, % at 25 µM;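 active means inhibition or corrected inhibition above about 18%, plus a signal ratio from 0.5 to 1.5, limit read from the data, passing the limit was not always enough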; further: strong numbers were not always called active
TbMetRS inhib: blocks T. brucei methionyl-tRNA synthetase activity; AID 624268; purified T. brucei MetRS, ATP depletion, Kinase-Glo luminescence; inhibition, % at 11.9 µM; 360,000 compounds, 0.4% hits;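 active means inhibition above a per-plate cutoff of the control wells' mean inhibition plus 3 SD, cut at about 5.5% in these data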;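 further: 0% = DMSO wells median and 100% = median of wells with control inhibitor compound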
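technique = Kinase-Glo luminescence, ATP depletion format | system = purified MetRS (methionyl-tRNA synthetase) enzyme from Trypanosoma brucei | timing = 15 min preincubation, 2 h reaction, all 25 °C | evaluation = percent inhibition versus plate control medians | dosing = single dose, 11.9 µM final nominal, 0.9% final DMSO | also added = substrates ATP, L-methionine and bulk Escherichia coli tRNA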
DNMT1 block: inhibitors of human DNMT1. inhibition (reported as % activation of signal), % at 10 µM. 360,000 compounds, 0.83% hits. DNMT1 molecular beacon, Hinp1I cleavage, fluorescence. P26358; in the data active means inhibition above about 50%
Target sequence (P26358 504-1616 limits assumed): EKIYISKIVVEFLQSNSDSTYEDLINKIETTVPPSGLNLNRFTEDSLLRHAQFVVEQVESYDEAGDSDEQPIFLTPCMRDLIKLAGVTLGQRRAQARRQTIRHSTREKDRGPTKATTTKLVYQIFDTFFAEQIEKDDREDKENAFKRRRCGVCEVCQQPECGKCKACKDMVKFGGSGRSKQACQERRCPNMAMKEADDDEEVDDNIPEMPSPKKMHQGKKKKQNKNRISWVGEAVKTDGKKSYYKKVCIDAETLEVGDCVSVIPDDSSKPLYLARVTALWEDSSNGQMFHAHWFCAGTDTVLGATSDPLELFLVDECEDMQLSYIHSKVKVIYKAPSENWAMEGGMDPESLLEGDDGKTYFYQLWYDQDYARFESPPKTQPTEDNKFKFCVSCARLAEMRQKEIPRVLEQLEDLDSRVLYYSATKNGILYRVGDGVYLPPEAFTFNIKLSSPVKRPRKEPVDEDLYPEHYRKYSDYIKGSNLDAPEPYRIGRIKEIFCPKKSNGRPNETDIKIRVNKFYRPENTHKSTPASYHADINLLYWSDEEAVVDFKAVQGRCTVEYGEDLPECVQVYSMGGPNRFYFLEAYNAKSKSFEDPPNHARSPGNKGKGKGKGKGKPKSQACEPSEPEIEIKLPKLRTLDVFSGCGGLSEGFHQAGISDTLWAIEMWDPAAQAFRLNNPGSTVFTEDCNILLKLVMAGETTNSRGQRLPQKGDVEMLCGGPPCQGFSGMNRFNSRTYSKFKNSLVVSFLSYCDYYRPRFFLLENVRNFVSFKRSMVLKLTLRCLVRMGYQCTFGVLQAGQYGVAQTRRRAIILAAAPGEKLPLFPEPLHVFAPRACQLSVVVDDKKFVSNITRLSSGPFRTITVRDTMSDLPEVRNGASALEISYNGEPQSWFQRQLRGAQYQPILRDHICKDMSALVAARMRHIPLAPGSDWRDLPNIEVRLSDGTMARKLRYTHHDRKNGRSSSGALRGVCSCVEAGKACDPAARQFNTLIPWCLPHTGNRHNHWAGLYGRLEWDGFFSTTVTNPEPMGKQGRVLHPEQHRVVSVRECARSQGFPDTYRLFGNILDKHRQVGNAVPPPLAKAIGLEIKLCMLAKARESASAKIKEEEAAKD
Scp1 inh: blocks human Scp-1 phosphatase activity. 340,000 compounds, 0.88% hits. Recombinant Scp1, phosphopeptide, malachite green phosphate absorbance. inhibition, % at 20 µM. Q9GZU7;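 active means inhibition above about 50% at 20 µM, limit read from the data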;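 further: plate controls were DMSO wells with enzyme for no effect and wells lacking enzyme for full effect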
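System: SCP-1 catalytic domain; Reagent: Phospho 17-mer peptide substrate; Doses: one concentration, 20 µM, with 1.0% DMSO; Incubation: 45 min room-temperature reaction, 5 min colour, 30 min stabiliser; Signal: Phosphate-binding colour reagent, absorbance read at 630 nm.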
MsrA inhibitor: inhibits bovine methionine sulfoxide reductase A; purified bovine MsrA, absorbance read-out; inhibition, % at 15.5 µM; 360,000 compounds, 0.75% hits; AID 651718; in the data active means inhibition above about 4.5%;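 further: 0% = vehicle wells with enzyme and 100% = reference inhibitor wells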
MsrA act: activators of bovine methionine sulfoxide reductase A; 360,000 compounds, 0.3% hits; activation, % at 10.6 µM; purified bovine MsrA, absorbance read-out; in the data active means activation above about 7.5%;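 further: 0% = vehicle and 100% = reference activator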
LMPTP block: blocks human LMPTP phosphatase; recombinant LMPTP-A, OMFP fluorogenic substrate, fluorescence intensity; P24666; AID 651560; 360,000 compounds, 0.22% hits; inhibition, % at 20 µM;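 active means compounds that cut the enzyme signal by at least half of the control window in the single-dose screen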;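 further: plate controls were DMSO wells with enzyme plus substrate for no effect and substrate without enzyme for full effect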
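Test system – LMPTP-A phosphatase enzyme · Quantity – 0.625 nM LMPTP-A final · Reagent – OMFP substrate, 400 µM final · Dosing – one test concentration per compound, 20 µM, with 3% DMSO overall · Timing – 50 min enzyme reaction at room temperature, protected from light · Detection – fluorescence intensity · Controls – substrate-only low control, DMSO enzyme-plus-substrate high control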
eLon inh: E. coli protease La inhibition. 360,000 compounds, 0.42% hits. P0A9M0. AID 602123. inhibition, % at 7.94 µM. purified E. coli Lon protease, fluorescence polarization; in the data active means inhibition above about 13%, passing the limit was not always enough;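 further: 0% = enzyme with probe and DMSO and 100% = no enzyme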
An asterisk follows results filed as active; x = not tested or not shown.

Scp1 inh,eLon inh,STEP inh,CendR NRP1 mod,LMPTP block,MsrA inhibitor,DNMT1 block,TbMetRS inhib,SUMO1 PPI mod,MsrA act,canonical_smiles
11.4,-0.2,-1.8,1.5,-2.3,1.3,-6.7,-1.2,0.2,-12.0,COc1ccc(Nc2nc(N)nc(SCc3nnc(C)s3)n2)cc1
-2.2,-5.3,-2.2,-25.6,1.1,-0.3,0.1,-1.7,1.1,-10.0,Cc1ccccc1NS(=O)(=O)c1ccc(F)cc1
7.6,-1.5,-1.1,6.5,-1.6,1.5,2.2,-1.0,-1.2,-11.8,Cc1c(C#N)sc(C(N)=O)c1C
-9.5,-9.6,4.0,0.1,-1.3,0.8,2.0,-0.3,8.3,-1.3,CCOc1ccccc1C(=O)N[C@H](C(=O)OCC(=O)Nc1nnc(-c2ccccc2)o1)C(C)C
x,-5.7,3.2,-0.2,0.1,0.5,-3.1,0.1,-1.8,-1.6,O=C(/C=C/[C@H]1O[C@@H](n2ccc(=O)[nH]c2=O)[C@H](O)[C@@H]1O)NCc1cccc2ccccc12
14.1,14.2,5.4,-4.4,1.0,-0.5,-0.5,0.8,3.3,-1.9,COc1cc(-c2nn3c(Cc4ccccc4)nnc3s2)cc(OC)c1OC
2.9,-12.1,0.5,-1.5,0.4,2.1,2.2,-0.4,1.0,-1.9,COc1ccc(-c2nnc(SCC(=O)/C(C#N)=C(\C)N)o2)cc1
x,-0.5,-2.1,8.7,-0.1,0.1,-3.9,-0.3,12.0,-4.7,COc1ccc(C(C)(O)c2nc(-c3ccccc3OC)cs2)cc1 (centres undefined)
-3.4,-12.1,0.0,8.2,1.0,0.2,0.4,-0.3,-34.1,0.7,COc1cccc(NC(=O)CS(=O)(=O)c2cccc3nsnc23)c1
-7.5,10.0,8.0,1.2,-1.4,-1.0,12.8,-0.2,8.2,-2.5,O=C(CCC(=O)Nc1nnc(C2CCCCC2)s1)Nc1ccc(F)cc1
-11.0,1.3,-1.3,11.6,1.2,-0.7,-4.4,-0.6,2.3,-3.0,CCOc1ccc(/C=N/Nc2ccccc2)cc1
-7.7,14.6,2.0,-38.0,4.3,0.1,-3.5,0.8,-5.1,-1.1,COc1ccc(-c2nn(-c3ccccc3)cc2/C=C2/SC(=S)N(CCCC(=O)O)C2=O)c(C)c1
3.5,-2.5,0.2,-1.7,0.5,2.0,6.5,-2.4,-8.2,-7.9,COCCNC(=O)C(C)OC(=O)c1cc2occc2n1C (centres undefined)
-2.0,-9.6,-1.8,6.0,-0.5,0.7,5.9,-0.9,0.9,-1.8,CCOC(=O)c1ccccc1NC(=O)c1cn(CC)c2nc(C)ccc2c1=O
-11.0,-5.2,-0.9,5.5,3.8,0.3,-2.0,0.1,-1.4,-3.0,Cn1cccc1/C=N\NC(=O)C1COc2ccc(C(C)(C)C)cc2O1 (centres undefined)
-1.8,-0.5,-3.6,-1.5,0.1,-0.7,-6.8,0.5,-0.1,-3.6,COc1cccc(NC(=O)C(NCCC(C)C)c2ccccc2)c1 (centres undefined)
-2.0,1.6,-2.0,-11.5,-1.7,-0.3,-3.1,-0.7,0.7,-9.8,COc1cccc(-c2nnc(SCC(=O)Nc3cc(C)ccc3OC)n2N)c1
x,8.2,1.4,-14.6,0.1,0.2,-0.2,-0.8,-0.4,-1.4,C#CCN(C[C@H]1[C@H](OC(=O)NC2CCCC2)[C@H](OC(=O)NC2CCCC2)C[C@H]2C(=O)N(c3ccccc3)C(=O)[C@@H]12)S(=O)(=O)c1ccc(C)cc1
-5.5,3.8,2.1,-9.8,-0.7,3.4,5.1,-0.4,-20.3,-3.2,COc1cc(OC)c(OC)cc1/C=C/C(=O)OCC(=O)Nc1c(C)n(C)n(-c2ccccc2)c1=O
-7.1,9.3,-2.1,7.7,1.2,-1.3,-1.6,-1.1,0.6,-6.5,COc1cc(NC(=O)SC2=NCCS2)cc(OC)c1
13.5,-5.7,-0.8,-10.2,-2.4,-1.0,19.9,-0.1,0.7,-3.9,CC1CN(S(=O)(=O)c2cccc(C(F)(F)F)c2)CC(C)O1 (centres undefined)
-2.7,-2.5,0.5,-6.6,-1.4,1.4,-2.7,0.1,-7.7,-2.9,Cc1ccc(C(=O)NCC2CCCO2)cc1[N+](=O)[O-] (centres undefined)
0.8,3.4,-3.9,-9.7,-2.0,1.1,2.4,-1.2,-11.3,-12.3,Cc1ccc(S(N)(=O)=O)cc1NC(=O)c1ccc2c3c(cccc13)CC2
x,-6.3,0.0,-26.8,-0.8,1.5,-1.3,-0.2,-0.5,-1.0,COc1ccccc1-c1cc(NC=O)c2ncc(-c3cccc(C(=O)N(C)C)c3)n2c1
-3.0,-3.8,-1.2,-3.5,-0.6,0.5,-2.9,-0.7,-0.1,-4.5,CC(=O)Nc1ccc(S(=O)(=O)NC2CCSc3ccccc32)cc1 (centres undefined)
-3.7,1.1,1.6,11.1,-0.9,1.1,0.7,-0.4,0.1,-2.4,COc1ccc(C(C)=O)cc1CSc1nncn1C
-17.1,-5.3,0.7,-19.0,0.5,0.3,0.4,0.1,5.5,-1.7,O=C(Nc1nnc(S(=O)(=O)Nc2ccccc2)s1)c1ccccc1Cl
-14.5,10.7,-0.4,7.1,0.9,0.3,-0.1,0.2,1.0,1.9,C=CC[C@H](CC(=O)N(CCO)Cc1ccccc1)C(=O)N[C@H](COC(=O)[C@H](CC=C)CC(=O)OC(C)(C)C)Cc1ccccc1
-0.3,12.4,4.8,8.6,1.9,2.1,1.3,-0.2,3.8,-3.7,COC1=CC(=O)C(C2CC(=O)c3c(O)cc(O)cc3O2)=CC1=O (centres undefined)
x,8.3,0.3,8.5,-2.6,-0.4,-0.2,0.8,2.1,-1.4,CCCNC(=O)N(C)C[C@@H]1Oc2cc(C#CC(C)(C)O)ccc2S(=O)(=O)N([C@H](C)CO)C[C@H]1C
1.3,-0.4,-0.2,-2.2,1.2,1.7,-1.1,-0.4,-12.0,-4.7,COc1ccc(-c2cc(C(=O)N(C)CC(=O)Nc3ccccc3Br)c3ccccc3n2)cc1OC
-17.8,-7.1,5.4,-13.2,3.9,-0.4,-6.6,-0.2,3.1,1.7,COC(=O)c1ccc(C(=O)OC)c(NC(=O)CSCc2ccc(Cl)cc2)c1
7.8,-13.9,2.8,-20.6,9.3,-0.7,-6.8,0.1,-68.6,-2.2,N#C/C(=N/Nc1ccc([N+](=O)[O-])cc1)C(=N)N1CCCCC1
4.2,-6.5,0.9,2.7,-0.7,-1.0,3.0,-0.1,4.9,-0.4,O=C(CSc1n[nH]c(Cc2ccccc2)n1)Nc1ccccc1Br
-7.4,-10.8,-0.2,13.7,-0.1,-1.1,0.5,-1.4,2.1,-8.1,CCN(CC)C(=O)c1cc(Cl)ccc1NC(=O)c1ccco1
-11.3,9.0,0.6,-11.9,6.8,2.2,-6.0,0.2,0.8,-3.1,CCOc1cccc(-c2c(C(=O)N/N=C/c3ccc(Br)cc3)nnn2-c2nonc2N)c1
-10.5,1.7,4.0,2.1,1.8,1.5,-1.1,-0.7,-5.6,-5.0,COc1cccc(/C=N/NC(=S)NCc2ccco2)c1OC
-4.2,-1.5,-2.1,2.6,-0.7,-0.3,2.0,-0.1,-4.6,-0.8,COCCN1C(=O)c2oc3ccccc3c(=O)c2C1c1ccc(O)c(OC)c1 (centres undefined)
-7.8,7.7,0.5,13.6,0.9,1.1,0.1,11.2*,-1.4,-0.9,N#Cc1nc(COc2ccc(Cl)cc2Cl)oc1N1CCOCC1
1.2,-3.0,3.1,-28.1,17.7,0.3,6.7,-0.3,5.2,-2.3,N#Cc1ccc(OCC(=O)Nc2nc(-c3cccnc3)cs2)cc1
-5.5,-1.1,1.5,-4.3,-0.9,0.6,-0.5,-0.3,1.0,-2.7,CCOc1ccc(N2C(=O)c3ccccc3NC2(C)CC)cc1 (centres undefined)
-5.6,-0.1,-4.2,-6.3,0.8,0.1,-6.6,0.8,-1.5,-3.0,O=C(Nc1ccc2c(c1)OCO2)N1CCN(S(=O)(=O)c2ccc(Cl)cc2)CC1
-2.2,29.7,-1.0,7.0,-0.4,0.0,1.5,-0.1,0.0,0.2,COC(=O)Cc1cc(=O)n2[nH]c(SC)nc2n1
3.5,8.0,-0.4,6.0,-2.3,1.5,0.8,-1.0,-36.2,-7.2,CC1(C(=O)NNC(=O)c2ccc([N+](=O)[O-])cc2)CC1(Br)Br (centres undefined)
-4.0,11.1,-1.7,-3.7,-1.8,-0.6,3.7,-0.4,-5.4,2.7,O=C(NCc1cccnc1)c1cc(-c2ccccc2)on1

Results in eLon inh, for some of the entries so far:
SMILES,eLon inh
COc1ccccc1-c1cc(NC=O)c2ncc(-c3cccc(C(=O)N(C)C)c3)n2c1,-6.3
Cc1ccc(S(N)(=O)=O)cc1NC(=O)c1ccc2c3c(cccc13)CC2,3.4
CCN(CC)C(=O)c1cc(Cl)ccc1NC(=O)c1ccco1,-10.8
COc1ccc(-c2nn(-c3ccccc3)cc2/C=C2/SC(=S)N(CCCC(=O)O)C2=O)c(C)c1,14.6

Other structures follow.
Scp1 inh,eLon inh,STEP inh,CendR NRP1 mod,LMPTP block,MsrA inhibitor,DNMT1 block,TbMetRS inhib,SUMO1 PPI mod,MsrA act,canonical_smiles
-3.7,-2.1,2.0,-3.9,0.2,-1.1,5.2,-1.2,3.7,-3.4,O=S(=O)(NC1CC2CCC1C2)c1ccc(Cl)cc1 (centres undefined)
-12.5,3.3,-0.9,7.1,0.7,-2.0,-2.2,-1.0,-11.6,-4.1,CC(C)CC(=O)Nc1ccc2c(c1)nc(CCN1CCCCC1)n2C
-3.3,-9.9,0.2,5.1,0.5,-0.5,3.9,0.1,-1.2,-4.7,NC(=O)C1CCN(C(=O)CSc2nc3ccccc3s2)CC1
-1.2,-13.4,1.0,4.6,-1.4,0.4,-0.1,-0.3,1.2,-2.6,O=C(NCCC1CCCCN1S(=O)(=O)c1ccccc1)C(=O)NC1CCCC1 (centres undefined)
-2.7,3.7,0.6,6.1,-1.5,3.0,8.8,-0.4,3.5,-2.3,Cc1ccc(C(=O)NNC(=O)CSc2nnc(-c3ccccc3)n2Cc2ccccc2)cc1
-4.1,-19.4,-2.2,5.0,-2.0,0.7,12.8,-0.1,-3.5,-3.0,Clc1ccccc1CN1CCC(Cc2ccccc2)CC1
-9.3,-11.1,-0.6,3.5,0.1,-1.3,-11.5,-0.1,3.4,-0.7,COc1ccc(Cl)cc1NC(=O)C1CCN(C(=O)Nc2ccccc2)CC1

Screening data (PubChem BioAssay)
